Source: PubChem BioAssay (several laboratories)
LMP1 NFkB inh: inhibitors of Epstein-Barr LMP1-induced NF-kappaB reporter | LMP1-induced NF-kappaB luciferase reporter cells, luminescence | inhibition, % at 12.5 µM | hit rate 0.69% among 350,000 | AID 504558; in the data active means inhibition above about 41%;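 further: 0% = neutral control wells and 100% = reference inhibitor control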
NCOA3 inh: human NCOA3 inhibition. Q9Y6Q9. HEK293 GAL4-SRC3 luciferase reporter, luminescence. inhibition, % at 3.6 µM. hit rate 0.17% among 360,000;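 active means inhibition above a per-campaign cutoff, the mean of all compounds plus 3 SD, cut at about 60% in these data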;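 further: 0% = DMSO-treated cells and 100% = gossypol-treated cells at 36 µM; higher means less SRC3-driven luciferase light from the GAL4 reporter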
C8 TRAIL sens: sensitizes caspase-8 expressing cells to TRAIL. NB7+C8 cells + TRAIL, ATPlite viability luminescence. inhibition (viability loss, TRAIL sensitization), % at 10 µM. hit rate 1% among 360,000. AID 624354;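 active means compounds causing at least 50% loss of cell viability in the single-dose screen, relative to plate controls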
NCOA1 inh: inhibits human SRC1 coactivator. hit rate 0.12% among 360,000. inhibition, % at 3.6 µM. HEK293 GAL4-SRC1 luciferase reporter, luminescence;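 active means inhibition above the campaign mean plus 3 SD, with each screening campaign given its own cutoff, cut at about 60% in these data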;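 further: 0% = DMSO treated cells and 100% = gossypol at 36 µM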
NOD2 RIPK2 PPI: inhibitors of human NOD2-RIPK2 interaction; CHO BLA complementation NOD2-RIPK2, CCF4 ratio; inhibition, % at 4.98 µM; hit rate 0.38% among 360,000; AID 624267; in the data active means inhibition above about 21%;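 further: 0% = vehicle only and 100% = reference blocker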
Target sequence (O43353 whole entry, looked up): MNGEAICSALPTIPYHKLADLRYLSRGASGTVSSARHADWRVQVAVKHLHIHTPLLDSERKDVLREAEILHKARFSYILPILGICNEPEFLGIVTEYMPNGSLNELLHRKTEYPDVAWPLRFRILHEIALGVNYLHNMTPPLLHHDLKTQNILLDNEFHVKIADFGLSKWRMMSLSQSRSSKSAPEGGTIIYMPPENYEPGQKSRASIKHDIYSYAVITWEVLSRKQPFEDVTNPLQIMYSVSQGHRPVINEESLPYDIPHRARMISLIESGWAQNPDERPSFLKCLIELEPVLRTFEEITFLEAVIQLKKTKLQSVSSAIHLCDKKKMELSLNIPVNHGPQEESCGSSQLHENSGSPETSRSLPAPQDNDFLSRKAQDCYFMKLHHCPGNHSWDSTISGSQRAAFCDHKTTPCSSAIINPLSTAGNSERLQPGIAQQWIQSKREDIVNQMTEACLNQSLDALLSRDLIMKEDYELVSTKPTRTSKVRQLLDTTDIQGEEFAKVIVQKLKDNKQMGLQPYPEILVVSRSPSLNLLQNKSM
TLR9-MyD88 block: blocks human TLR9 binding to MyD88; CHO BLA complementation TLR9-MyD88, CCF4 FRET ratio; inhibition, % at 4.98 µM; hit rate 0.21% among 340,000;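 active means inhibition above the mean over all tested compounds plus 3 SD, cut at about 21% in these data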;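 further: 0% = DMSO only wells and 100% = clavulanate BLA inhibitor control wells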
TROY signal inh: inhibitors of TROY-dependent NF-kB signaling; Q293 LMP1-TROYcd NF-kB luciferase reporter, 4 h; AID 1347056; hit rate 0.98% among 360,000; inhibition, % at 10 µM;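 active means compounds whose plate-normalised and pattern-corrected inhibition of the luciferase reporter signal at the single screening dose is 50% or more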
LRH-1 inv ag: inverse agonists of human LRH-1 (NR5A2); hit rate 0.13% among 360,000; HEK293T StAR-luciferase reporter, LRH-1 transfected, 24 h; AID 602396; inhibition, % at 3.6 µM; O00482;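 active means inhibition above the mean inhibition of all tested compounds plus 3 SD, cut at about 73% in these data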;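 further: 0% = DMSO wells and 100% = reporter-only cells lacking LRH-1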
SRC2 inh: human SRC2 (NCOA2) inhibition; HEK293 GAL4-SRC2 luciferase reporter, luminescence; hit rate 0.17% among 370,000; inhibition, % at 9 µM; AID 651957;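 active means inhibition above the mean inhibition of all tested compounds plus 3 SD, set per campaign, cut at about 52% in these data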;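 further: 0% = DMSO treated cells and 100% = cells given Gossypol at 36 µM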
TWEAK Fn14 block: blocks TWEAK-Fn14 interaction in a reporter cell assay. TWEAK-stimulated Fn14 reporter cells, luciferase luminescence, 8 h. inhibition, % at 10 µM. hit rate 2% among 360,000; in the data active means inhibition above about 50%
NR2F2 inh: NR2F2 (human) inhibition, primary screen; inhibition, % at 8.6 µM; AID 686940; hit rate 0.7% among 370,000; HEK293T NGFI-A luciferase reporter, luminescence;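 active means inhibition above a per-plate cutoff, mean inhibition of test wells between control levels plus 3 SD, cut at about 38% in these data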;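 further: cells cotransfected with COUP-TFII expression vector driving the NGFI-A reporter; 0% = median of COUP-TF2 test wells and 100% = reporter-only cells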
Target sequence (P24468 whole entry, looked up): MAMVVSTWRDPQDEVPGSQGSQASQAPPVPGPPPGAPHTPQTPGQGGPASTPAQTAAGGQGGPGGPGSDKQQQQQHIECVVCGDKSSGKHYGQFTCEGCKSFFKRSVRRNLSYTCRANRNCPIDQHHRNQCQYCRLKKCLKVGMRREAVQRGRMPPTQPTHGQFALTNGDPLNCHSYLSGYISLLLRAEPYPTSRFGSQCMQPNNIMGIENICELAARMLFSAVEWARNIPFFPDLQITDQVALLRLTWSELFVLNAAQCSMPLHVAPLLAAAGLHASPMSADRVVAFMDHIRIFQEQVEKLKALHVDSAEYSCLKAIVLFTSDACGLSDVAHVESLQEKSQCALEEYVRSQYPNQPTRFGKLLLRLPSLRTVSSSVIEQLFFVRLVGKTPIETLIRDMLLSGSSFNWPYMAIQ
* hit, by the source's call; . = not tested or not shown.

SMILES	TROY signal inh	LRH-1 inv ag	LMP1 NFkB inh	NOD2 RIPK2 PPI	NR2F2 inh	NCOA3 inh	TWEAK Fn14 block	NCOA1 inh	TLR9-MyD88 block	C8 TRAIL sens	SRC2 inh
O=C1/C(=C/c2ccc(O)cc2)SC(=S)N1Cc1cccnc1	4.2	-11.4	-21.8	-2.6	-4.7	9.1	-48.7	-63.2	0.5	-4.3	-7.0
COc1ccc(C(c2nnnn2-c2c(C)cccc2C)N2CCN(C/C=C/c3ccccc3)CC2)cc1 (configuration not stated)	0.2	-11.9	.	-4.6	-13.2	-12.5	16.0	6.5	.	-0.3	-0.8
COc1ccc(-n2c(SCC(=O)NCc3cccs3)nnc2-c2ccoc2C)cc1	-9.5	1.2	-4.0	-5.8	-2.2	-8.3	3.3	7.7	0.9	8.2	23.5
CC(C)c1nc(=S)c2ccccc2[nH]1	-10.8	5.3	-8.0	-8.1	-5.3	4.9	-10.2	7.6	-0.3	-11.6	-35.0
C/C(CC(=O)Nc1ccc(N(C)C)cc1)=N\NC(=O)c1ccc(C(C)(C)C)cc1	14.8	-22.0	0.2	4.7	-12.8	-6.5	8.3	-18.8	-18.6	-1.5	-1.8
COc1cccc(-c2cc(C(F)(F)F)nc(-n3cccn3)n2)c1	13.5	0.7	4.8	7.4	0.5	11.2	-1.7	13.4	-0.5	3.9	9.7
OCCNCc1cc(Br)ccc1OCc1ccccc1	0.9	-1.0	10.8	-3.7	-1.2	15.2	0.3	17.2	-7.3	-9.2	-16.0
CCOC(=O)C1=C2c3ccc4ccccc4c3CC(C)(C)N2C(=O)C1=O	4.3	16.4	-8.6	-2.0	9.1	17.6	6.1	8.1	-2.3	9.6	24.3
CCCCn1c(N)c(N(CCOC)C(=O)C2CC(=O)N(Cc3ccco3)C2)c(=O)[nH]c1=O (configuration not stated)	6.2	-15.5	29.2	-8.0	19.9	10.6	1.1	-7.3	-12.4	1.2	14.7
CC(=O)Nc1nc(C)nc(-c2ccccc2OC(C)=O)n1	-11.6	-1.8	-9.4	6.1	.	14.0	12.0	-4.8	-1.1	0.2	.
COc1ccc(N(C)C(=S)Nc2ccc3nc(C)c(C)nc3c2)cc1	0.2	0.4	8.3	13.3	3.8	6.3	1.0	-7.2	11.0	-11.2	-11.2
COc1ccccc1C(=O)NNC(=O)c1ccc(NC(=O)CC(C)C)cc1	-4.3	3.8	-1.1	-4.7	1.2	3.7	-7.2	-8.8	-0.3	-8.6	-17.6
N=c1ccn(Cc2ccc([N+](=O)[O-])cc2)cc1	-15.9	8.4	6.6	0.0	16.1	25.8	11.2	8.7	-4.6	0.1	2.9
CC(C)CC(=O)Nc1c2c(nn1-c1cccc(Cl)c1)CS(=O)C2 (configuration not stated)	3.1	11.7	4.5	-8.8	13.5	-1.2	13.2	-7.5	3.0	-6.1	20.5
CCn1c(=NC(=O)CCS(=O)(=O)c2ccccc2)sc2cccc(OC)c21	40.9	44.6	26.4	0.9	14.3	16.4	58.3*	10.8	-3.2	17.1	9.2
O=C(NCCn1cc(SCC(=O)N2CCOCC2)c2ccccc21)c1c(F)cccc1F	7.2	-42.2	3.6	-4.6	-3.6	-15.7	18.5	-2.7	-0.3	-9.9	2.1
C=CCN1C(=O)CSC1=Nc1ccc(NC(C)=O)cc1	-17.8	6.0	1.4	0.2	11.0	9.9	-0.7	0.8	5.4	-10.0	1.6
NS(=O)(=O)c1ccc(CNC(=O)c2cc(-c3cccnc3)nc3ccc(Br)cc23)cc1	-7.3	10.5	0.8	-4.7	0.0	5.4	-36.5	-3.1	4.8	-0.4	-25.0
Cc1ccc(C(=O)CCC(=O)Nc2cccc(C)c2)cc1	-2.9	13.7	-43.6	4.7	-3.3	-5.0	-9.3	4.8	11.2	18.9	8.4
CC(C)NC(=O)C1(C#N)C=C1c1ccccc1 (configuration not stated)	-0.4	0.5	.	-12.3	-26.4	.	8.3	.	.	1.0	22.1

One compound at a time (already shown). Order of values: TROY signal inh | LRH-1 inv ag | LMP1 NFkB inh | NOD2 RIPK2 PPI | NR2F2 inh | NCOA3 inh | TWEAK Fn14 block | NCOA1 inh | TLR9-MyD88 block | C8 TRAIL sens | SRC2 inh
Record of CC(C)CC(=O)Nc1c2c(nn1-c1cccc(Cl)c1)CS(=O)C2 (configuration not stated) = 3.1 | 11.7 | 4.5 | -8.8 | 13.5 | -1.2 | 13.2 | -7.5 | 3.0 | -6.1 | 20.5
Record of N=c1ccn(Cc2ccc([N+](=O)[O-])cc2)cc1 = -15.9 | 8.4 | 6.6 | 0.0 | 16.1 | 25.8 | 11.2 | 8.7 | -4.6 | 0.1 | 2.9
Record of CC(C)NC(=O)C1(C#N)C=C1c1ccccc1 (configuration not stated) = -0.4 | 0.5 | . | -12.3 | -26.4 | . | 8.3 | . | . | 1.0 | 22.1
Record of C/C(CC(=O)Nc1ccc(N(C)C)cc1)=N\NC(=O)c1ccc(C(C)(C)C)cc1 = 14.8 | -22.0 | 0.2 | 4.7 | -12.8 | -6.5 | 8.3 | -18.8 | -18.6 | -1.5 | -1.8

Additional compounds:
SMILES	TROY signal inh	LRH-1 inv ag	LMP1 NFkB inh	NOD2 RIPK2 PPI	NR2F2 inh	NCOA3 inh	TWEAK Fn14 block	NCOA1 inh	TLR9-MyD88 block	C8 TRAIL sens	SRC2 inh
CCOC(=O)N1CCN(C2CCCN(C(=O)c3cccc(N(C)C)c3)C2)CC1 (configuration not stated)	-13.9	5.9	-1.9	16.8	-6.8	6.8	-10.4	-11.9	-12.0	1.2	-27.3
COc1ccc(C2C(C(=O)c3ccc(C)o3)=C(O)C(=O)N2CC2CCCO2)cc1OC (configuration not stated)	9.8	-2.2	0.4	-0.6	-16.7	4.9	-3.6	0.9	10.3	14.0	-22.1
O=C1NC(=O)C2(CCCC2c2ccccc2)N1 (configuration not stated)	0.8	5.6	-5.2	-10.2	-0.5	-10.7	-9.2	4.4	0.3	-12.5	2.4
Cc1ccc(-n2cc(CNCCCn3cccn3)c(-c3cccc(C)c3)n2)cc1	-7.0	-10.5	5.1	1.5	-26.7	11.0	-21.6	4.3	2.3	17.0	7.9
C[C@]1(C(=O)NCCN2CCOCC2)C=C[C@@H](Cc2ccccc2)N1C(=O)c1ccccc1	1.1	-7.3	-8.6	-10.9	16.1	5.4	4.3	-3.5	-2.6	-4.0	-0.8
O=C(O)c1ccc(NC2=C(n3nnc4ccccc43)C(=O)c3ccccc3C2=O)cc1	-0.6	15.8	-3.0	5.2	0.9	16.7	-22.0	11.5	9.4	10.8	2.0
COc1ccc(N2CCN(C(=O)C(=O)c3c(C)n(C)c4ccccc34)CC2)cc1	-14.2	-3.7	2.8	7.8	6.1	2.9	-11.3	-14.7	-10.5	0.9	-3.8
Cc1c(C(=O)N2CCC[C@H]2CO)oc2c(F)cccc12	-27.4	-34.6	-23.7	1.5	-32.6	-45.0	-11.9	-13.5	-1.2	2.1	-20.4
c1ccc(-c2noc(-c3ccco3)n2)nc1	-15.7	-169.0	4.4	-0.1	-59.8	-52.3	53.4*	-78.6	5.5	4.9	-37.8
Cc1[nH]c(=O)c(C#N)c(C)c1Cl	10.8	-3.1	3.1	-12.7	12.3	12.9	6.4	11.9	2.7	-5.6	16.3
CCOC(=O)C1(Cc2ccccc2)CCCN(S(=O)(=O)N(C)C)C1 (configuration not stated)	-1.2	-17.2	1.6	-14.4	-8.2	-3.6	-4.4	10.5	-1.4	11.9	-30.0
CCOC(=O)CN1C(=N)N(c2nc(NC(C)C)nc(OC)n2)CC1=O	-25.4	-3.1	-1.9	-4.7	0.7	12.0	-0.6	-2.0	-3.5	4.2	-28.4
O=C1CC(c2cccc(O)c2)Oc2ccccc21 (configuration not stated)	-33.6	-18.6	2.4	-3.6	-15.2	3.7	-11.1	-7.8	0.8	-7.8	-27.9
Nc1ccc(-c2nc3ccccc3[nH]2)cc1	-24.4	-117.2	-6.5	8.4	-13.7	-85.9	15.0	-78.9	-3.6	26.3	-43.0
COc1ccc(Cl)cc1C(=O)Nc1nc(C)cc(C)n1	-3.2	0.9	0.0	-8.9	3.6	-28.4	-8.3	0.7	-2.4	-10.6	-13.5
CN1CCN(C(=O)CCN2C(=O)/C(=C\c3ccccc3F)SC2=S)CC1	-4.8	-17.9	3.9	3.7	8.0	8.5	9.9	2.8	0.7	31.2	19.1
Cn1cc(C(=O)c2ccc(Cl)cc2Cl)cc1C(=O)N/N=C(\N)COc1ccc(Cl)cc1	44.4	-10.4	-9.9	-2.3	4.0	12.9	-9.9	9.3	2.2	14.7	13.1
Cc1nn(-c2cc(C)c3ccccc3n2)c2c1C1C(C2)C1(C)C (configuration not stated)	24.3	-10.3	4.9	-0.3	4.7	9.6	44.7	-9.7	-2.3	2.1	-2.4
CC(C)c1ccc(S(=O)(=O)N2CCN(C(=S)NCc3ccco3)CC2)cc1	10.4	-27.9	6.4	-1.2	5.7	-8.3	19.0	-2.5	-17.1	-4.4	-16.4
CC(C(=O)NC1CCCCCC1)c1ccc([N+](=O)[O-])cc1 (configuration not stated)	-6.7	12.6	-1.2	-8.6	-3.2	-4.2	13.8	16.2	-15.5	1.2	-18.3
Cc1noc(/C=C/c2ccco2)c1S(=O)(=O)N1CCC(C(=O)N2c3ccccc3CC2C)CC1 (configuration not stated)	3.3	1.9	-24.6	-2.0	7.4	-6.0	7.9	-11.5	-0.3	-6.9	-4.3
CC(C)CCn1c(CN2CCN(C(=O)c3ccco3)CC2)nc2c1c(=O)n(C)c(=O)n2C	-6.6	-7.9	-11.7	-3.6	7.3	-6.9	-17.0	2.5	8.6	-14.9	9.2
O=C(CC12CC3CC(CC(C3)C1)C2)NCC(=O)OCc1cc(=O)oc2ccc3ccccc3c12	0.3	-2.4	15.1	3.9	-2.0	-2.4	-27.5	2.0	2.5	-3.4	-3.8
CS(=O)(=O)N(CC(=O)NCC1CCCO1)c1cccc(Cl)c1 (configuration not stated)	2.4	4.2	-1.9	-4.0	-1.6	-3.7	-41.8	-7.7	6.7	-5.5	-4.0
COc1cc(NC(=O)c2cc(C(C)C)on2)cc(OC)c1OC	-1.3	-11.2	-0.5	2.8	-12.6	6.5	10.0	-17.7	-1.9	11.1	-22.9
COc1ccc(S(=O)(=O)N2CCOCC2)cc1NC(=O)c1cccs1	-11.3	-13.8	0.8	5.9	9.4	13.9	-6.3	4.3	-6.0	7.4	12.0
Cn1ncc(Oc2ccc([N+](=O)[O-])cc2)c(Cl)c1=O	-11.1	-0.9	.	3.6	5.9	3.8	4.6	-5.8	.	-2.6	3.6
COc1ccc(CNC(=O)/C=C/c2ccc(S(=O)(=O)NCc3ccco3)cc2)cc1OC	-2.8	12.2	10.5	7.9	11.4	15.5	21.4	3.9	-5.7	-5.8	8.2
COc1ccc(S(=O)(=O)N2CCCC(C(=O)NCc3ccncc3)C2)cc1Cl (configuration not stated)	7.1	9.9	9.0	6.1	19.6	20.9	22.7	-1.2	-3.3	5.4	20.0
Cc1[nH]c(C(=O)N/N=C/c2ccc(C(=O)O)cc2)c(C)c1C(=O)N/N=C/c1ccc(C(=O)O)cc1	10.1	17.8	-6.3	-6.5	-0.8	4.0	-2.4	-6.1	-5.3	-6.1	-17.5

This is a subset, so the mix of outcomes need not match the whole.
